Source: PubChem BioAssay (several laboratories)
RmlC RmlD mix – RmlC and RmlD coupled enzyme inhibitors, primary screen, biochemical, 384-well, compound mixtures, retest. RmlC/RmlD coupled enzyme inhibition, 384-well mixture HTS. inhibition, % at 5.5 µM. 0.39% of 110,000 active. AID 1532, 2009; in the data active = inhibition above about 30%, passing the limit was not always enough; also: strong numbers were not always called active
RT RNaseH block – HIV-1 RT RNase H inhibitors, primary screen, biochemical, fluorescence; Gag-Pol polyprotein (Human immunodeficiency virus type 1 group M subtype B (isolate …; RT-RNase H RNA/DNA duplex cleavage; inhibition, % at 10 µM; 1.9% of 65,000 active; in the data active = inhibition above about 50%
Active calls of the source: *; i = inactive; . = no result given. A portion of the library (hit frequency here may not be typical).

Each structure is followed by: RT RNaseH block	RmlC RmlD mix
CCOC(=O)c1nnn(-c2nonc2-n2cccc2)c1C
→ 3	-17
COc1cccc(C2CC(=O)Nc3cc(OC)c(OC)c(OC)c32)c1OC (stereo not given)
→ -5	-6
N#Cc1nc(Cc2cccc3ccccc23)oc1NCCN1CCCCC1
→ -2	-11
O=C(COC(=O)c1cccs1)NCc1ccco1
→ 4	.
O=C(c1noc2c1CCCC2)N1CCN(C(c2ccccc2)c2ccccc2)CC1
→ 0	8
Clc1ccc(CSc2nnc(/C=C/c3ccccc3)o2)cc1
→ .	-2
COc1ccc(NC(=O)CNCCC2=CCCCC2)cc1
→ 0	3
Cc1ccc(S(=O)(=O)N2CCN(C(=O)c3cc(=O)[nH]c4ccccc34)CC2)c(C)c1
→ 2	-22
COc1ccc(OCCn2c(NC(=O)c3ccco3)nc3ccccc32)cc1
→ -5	9
O=C(NC1CC1)C1CCN(c2ccc(S(=O)(=O)N3CCOCC3)cc2Cl)CC1
→ 2	6
COc1ccc(C(CCN2CCCC(C)C2)c2c(OC)cc(OC)c3c2OC(=O)CC3c2cc(OC)c(OC)c(OC)c2)cc1 (stereo not given)
→ .	2
COc1ccc([C@@H]2C[C@@H](c3ccccc3)Oc3cc(OC)c(OC)c(OC)c32)cc1
→ .	-5
CCOCCCNC(=S)N1C2CCC1CC(NC(=O)NC1CCCCC1)C2 (stereo not given)
→ .	-5
Cc1ccc(-c2c(C#N)c(N)nc3c2CCCCCC3)o1
→ -7	3
O=C(C1CCN(Cc2ccc(F)cc2)CC1)N(CCO)Cc1ccccc1
→ 1	9
CCC(=O)n1nc(-c2cccnc2)nc1NCc1ccc(OC)cc1
→ -6	-14
Clc1ccc(C=NC23CN4CN(CN(C4)C2)C3)cc1
→ -5	-9
CC(=O)Nc1ccc2[nH]c(C)c(CC=C(Cl)Cl)c(=O)c2c1
→ .	-21
CSc1ccc(Cl)c(C(=O)NCc2ccco2)c1
→ 10	-2
CC1(C)Cc2c(c(=S)nc(-c3ccccc3)n2CCOCCO)CO1
→ 5	9
CC(=O)N1CCN=C1SCc1ccccc1Cl
→ -61	18
CCOc1ccc(S(=O)(=O)NCc2ccccn2)cc1
→ .	11
CCNC(=O)COc1ccc(Br)cc1Cl
→ -11	-8
COc1ccccc1Nc1nc(N)nc(CN(C)C2CCCCC2)n1
→ -9	2
CC/C(C)=C1\SC(N2CCOCC2)=NC1=O
→ .	-16
CCOC(=O)c1ccc(NC(=O)CN(c2ccc(C)cc2)S(=O)(=O)c2c(C)n[nH]c2C)cc1
→ 12	.
CCN1CCN(C(=O)CN2C(=O)c3cccc4cccc2c34)CC1
→ .	-7
COc1ccc(CSc2nnc(SCc3ccc([N+](=O)[O-])cc3)s2)cc1
→ .	-6
Cc1ccc(S(=O)(=O)N2CCN(S(=O)(=O)N3CCCCC3)CC2)cc1
→ 8	0
O=C(NC(=S)Nc1nc(-c2ccc(Br)cc2)cs1)c1cccnc1
→ .	-2
CCCCN(C(=O)NC(=O)Nc1ccccc1OC)S(C)(=O)=O
→ 8	-12
CCOC(=O)c1c(CNCCN(CC)CC)n(C)c2cc(Br)c(OC)cc12
→ -10	10
O=C1CC(c2ccccc2)c2ccc(O)cc2O1 (stereo not given)
→ .	7
O=C(CCC(=O)N(CC(=O)NC1CCCCC1)Cc1ccco1)Nc1nccs1
→ 0	-8
Cc1noc(NS(=O)(=O)c2ccc(NC(=O)CSc3nc4c(cc3C#N)CCC4)cc2)c1C
→ 78*	-10
COCCn1c(SCC(=O)Nc2cc(C)cc(C)c2)nnc1C(C)C
→ 6	-4
O=C(N/C=C\c1ccccc1)NCc1ccc(Cl)cc1
→ .	-6
O=C(c1ccc2c(=O)n(Cc3ccc4c(c3)OCO4)c(=S)[nH]c2c1)N1CCCCC1
→ 61*	-10
CCc1nc(SCC(=O)N2CC(=O)Nc3ccccc32)c2c(C)c(C)sc2n1
→ .	3
CN(CCc1ccccn1)C(=O)Nc1ccc(F)cc1
→ -2	-13
Cc1cccc(CN2CCN(CC(=O)NCc3ccc(F)cc3)C2=O)c1
→ -17	-7
COc1ccccc1NC(=O)CN1C(=O)NC(C)(C)C1=O
→ -10	-2
CN1CCN(c2nc3c(c(=O)n(C)c(=O)n3C)n2CC(N)=O)CC1
→ -5	-26
CCc1ccc(CCC(=O)Nc2ccc(OC)cc2)o1
→ .	-14
Cn1c(Cc2ccccc2)nnc1SCC(=O)c1cccs1
→ .	-11
Cc1cccc(N(CC(=O)NC2CCCCC2)C(=O)CCCC(=O)Nc2ccccn2)c1
→ .	3
CC12CCC(C(=O)N(CCC#N)CCC#N)(CC1=O)C2(C)C (stereo not given)
→ -5	-12
CCOC(=O)C1=C(NC(=S)NC(=O)c2ccccc2)c2ccccc2CC1(C)C
→ .	0
COC(=O)c1ccc(CSc2ncnc3c2nnn3-c2ccc(OC)cc2)o1
→ 0	.
COc1ccc(CCN2CC(O)=C(c3nc(C)cs3)C2=N)cc1OC
→ .	2
O=C(OC1CCOC1=O)c1ccc2ncsc2c1 (stereo not given)
→ -10	8
O=C(CCC1CCCCC1)Nc1ccccc1-c1ccccc1
→ .	-7
CCOc1ccc(-c2nnc3ccc(SCC(=O)N4CCCCC4)nn23)cc1
→ 1	-5
Brc1ccc(-c2nnc(-c3ccccc3)o2)o1
→ .	-12
COc1cc(C(=O)OC(C)CN2CCN(C)CC2)cc(OC)c1OC (stereo not given)
→ -11	-14
O=C1NC(c2cccs2)Nc2sc3c(c21)CCCC3 (stereo not given)
→ 94*	15
O=S(=O)(Cc1ccc(Cl)cc1)CC(O)COCc1ccccc1 (stereo not given)
→ .	13
Cc1nc2ncnn2c(N2CCC(C(=O)NCC3CCCO3)CC2)c1Cc1ccccc1 (stereo not given)
→ -6	.
CCO[C@@H]1OC(C(=O)O)=C[C@H](C2CC2)[C@H]1CCCO
→ .	-18
CCOC(=O)c1c(NC(=O)c2cc(C(C)C)on2)sc(C(C)=O)c1C
→ .	-4

Gathered by group: those above containing an NH in an aromatic ring.
Each structure is followed by: RT RNaseH block	RmlC RmlD mix
Cc1ccc(S(=O)(=O)N2CCN(C(=O)c3cc(=O)[nH]c4ccccc34)CC2)c(C)c1
→ 2	-22
CC(=O)Nc1ccc2[nH]c(C)c(CC=C(Cl)Cl)c(=O)c2c1
→ .	-21
CCOC(=O)c1ccc(NC(=O)CN(c2ccc(C)cc2)S(=O)(=O)c2c(C)n[nH]c2C)cc1
→ 12	.
O=C(c1ccc2c(=O)n(Cc3ccc4c(c3)OCO4)c(=S)[nH]c2c1)N1CCCCC1
→ 61*	-10

Next section.
Each structure is followed by: RT RNaseH block	RmlC RmlD mix
CC(C)CCNC(=S)Nc1ccc(F)cc1
→ .	5
CC(C)CNC(=O)C1CCCN1S(=O)(=O)c1ccc(Cl)cc1 (stereo not given)
→ .	2
Cc1ccc(N2C(=O)c3ccc(C(=O)N4CCN(c5cccc(C)c5C)CC4)cc3C2=O)cc1
→ .	1
COCCNC(=O)C1(C)Oc2ccccc2NC1=O (stereo not given)
→ .	-12
CCOC(=O)C(CC)Sc1nc(N)c(NC(=O)c2ccc(OC)c(OC)c2)c(=O)[nH]1 (stereo not given)
→ -5	8
O=C(Nc1cc(-c2nc3ccccc3s2)ccc1Cl)c1ccc2c(c1)OCO2
→ .	-2
CC(C)NC(=O)c1onc(CSc2ccc(Cl)cc2)c1C(=O)O
→ .	0
CC1(OC(=O)C2CCCC2)C(=O)C=C2C=C(c3ccsc3)N(CC3CC3)C=C2C1=O (stereo not given)
→ .	8
Cc1cc(NC(=O)CSc2nnc(-c3ccoc3C)n2N)no1
→ -8	-7
Fc1ccccc1CSc1nnc(-c2ccccc2)o1
→ -47	-13
CCCCN(C(=O)CCC(=O)O)C1CC(=O)N(c2ccc(OCCC)cc2)C1=O (stereo not given)
→ 1	13
COc1cccc2cc(-c3csc(CCn4nc(C)cc4C)n3)c(=O)oc12
→ 14	-12
O=C(CN(Cc1ccccc1)C(=O)CSc1nnc(COc2ccccc2)o1)NC1CCCC1
→ .	-11
O=C1c2cccnc2C(O)N1Cc1ccc(F)cc1 (stereo not given)
→ -20	18
CCN(CCNC(=O)C1CCCN(S(=O)(=O)CC)C1)c1ccccc1 (stereo not given)
→ -49	-15
CCC1(CC)C(=O)NC(=O)NC1=NCCc1c[nH]c2ccccc12
→ 5	8
COc1cccc(C(=O)Nc2ncc3c(n2)CC(C)CC3=O)c1 (stereo not given)
→ 0	-2
O=c1[nH]cnc2cc(-c3ccccc3)sc12
→ -4	1
O=C(C1=C(O)C(=O)N(Cc2ccccc2)C1c1cccnc1)c1ccco1 (stereo not given)
→ -6	-18
c1ccc2[nH]c(CSc3nc4ccccc4s3)nc2c1
→ .	14
O=c1c2c(nc3nc[nH]n13)CCC2
→ .	6
CCCOc1cccc(C(=O)N(Cc2ccc(OC)c(OC)c2)C2CCS(=O)(=O)C2)c1 (stereo not given)
→ .	-2
C#CCNC(=O)C1=C[C@@H](c2ccc3c(c2)OCO3)C[C@@H](OCc2ccc(CO)cc2)O1
→ .	60
COc1c(F)c(F)c(C(=O)Nc2ccccc2N2CCN(C(=O)C(C)C)CC2)c(F)c1F
→ 7	4
CN=CC1=C(O)c2ccccc2C1=O
→ -2	-5
CC1N(O)C(c2ccc(Cl)cc2Cl)N(O)C1(C)C (stereo not given)
→ 8	7
COC(=O)c1c(NC(=O)CSc2nnc(-c3ccco3)n2C)sc(C)c1C
→ .	-10
COc1ccc(/C(O)=C2/C(=O)C(=O)N(CCCC(=O)O)C2c2ccc(OC)cc2)cc1 (stereo not given)
→ -30	.
CCC(=O)NC(C)C(c1cccs1)N1CCN(c2ccccc2)CC1 (stereo not given)
→ -8	10
Nc1nc(Nc2ccc(Cl)cc2)nc2ccccc12
→ .	-19
Cc1cc(NC(=O)CSc2nnc(C3COc4ccccc4O3)o2)no1 (stereo not given)
→ -6	3
CC1CCCN(C(=O)c2ccncc2)C1 (stereo not given)
→ -3	-6
Cc1cc(C)c(C)c(OCC(=O)NCC2CCCO2)c1 (stereo not given)
→ -24	-14
O=C(C(Cc1ccc(Cl)cc1)NS(=O)(=O)c1ccccc1)N1CC[C@@]2(O)CCCC[C@H]2C1 (stereo not given in full)
→ .	-7
CCN1CCN(C(C(=O)NC2CCCC2)c2ccc(Cl)cc2)CC1 (stereo not given)
→ -1	1
COC(=O)[C@H](CCSC)NC(=O)NCCC1=CCCCC1
→ -20	-10
COc1ccc(S(=O)(=O)Nc2ccc(F)c(Cl)c2)cc1OC
→ -11	6
CN(C)C(=O)CSc1nnc(CCCCCNC(=O)OC(C)(C)C)o1
→ -2	-10
CCOC(=O)c1cccc(N2C(=O)C3C(C2=O)C2C=CC3C23CC3)c1 (stereo not given)
→ .	5
CCC(=O)N(Cc1cc2cc(OC)ccc2[nH]c1=O)c1cccc(C)c1
→ -5	-6
O=C(Nc1cccc2ccccc12)c1nn(C23CC4CC(CC(C4)C2)C3)cc1[N+](=O)[O-]
→ .	-2
Cc1ccc(C(=O)NCC2(c3ccccc3)CCCC2)cc1
→ .	4
O=C(CSc1ccc2nnc(-c3ccncc3)n2n1)NCC1CCCO1 (stereo not given)
→ 0	.
O=C(NC(=O)c1cccc(OC(F)(F)C(F)F)c1)OC1CCS(=O)(=O)C1 (stereo not given)
→ -73	6
COc1cc(/C=C2/SC(=O)N(Cc3ccccc3)C2=O)ccc1OCc1ccncc1
→ .	11
COC(=O)c1sccc1-n1cccc1C(=O)C(=O)N1CCCCC1
→ .	8
c1ccc2[nH]c(CN3CCCCCC3)nc2c1
→ -1	3
c1ccc2[nH]c(SCCN3CCOCC3)nc2c1
→ -4	7
COc1ccc(-n2c(C)nc3c(cnn3-c3ccc(C)c(C)c3)c2=O)cc1
→ -8	-16
CON1C(=O)CN(C(C)=O)C1c1ccc(Cl)cc1Cl (stereo not given)
→ .	-17
Cc1ccc2c(c1)NC(=O)C(CC(=O)NCCCN1CCCCC1)O2 (stereo not given)
→ -2	28
Cc1nc2[nH]c(=S)[nH]c2cc1Br
→ .	20
O=C(O)C1C2C=CC(C2)C1C(=O)N1CCN(CCO)CC1 (stereo not given)
→ -3	.
CCOC(=O)Nc1nc(-c2ccccc2)c(C(=O)c2ccccc2)s1
→ .	1
O=C(CSc1nc2ccccc2o1)N1c2ccccc2Sc2ccc(Cl)cc21
→ .	-9
Cc1nn(C)cc1/C=C/C(=O)c1ccccc1
→ .	-4
Cc1nc2c([nH]c3ccc(Br)cc32)s1
→ -2	14
COC(=O)COc1cccc(NC(=O)COc2ccccc2)c1
→ -11	4
Cc1cccc(N2CCN(C(=O)c3cccc(N4C(=O)C5CC=CC(C)C5C4=O)c3)CC2)c1C (stereo not given)
→ .	8
CC1CCN(c2oc(-c3cccc4ccccc34)nc2C#N)CC1
→ -7	i

Structural class: the entries above containing bromine
Each structure is followed by: RT RNaseH block	RmlC RmlD mix
CCNC(=O)COc1ccc(Br)cc1Cl
→ -11	-8
O=C(NC(=S)Nc1nc(-c2ccc(Br)cc2)cs1)c1cccnc1
→ .	-2
CCOC(=O)c1c(CNCCN(CC)CC)n(C)c2cc(Br)c(OC)cc12
→ -10	10
Brc1ccc(-c2nnc(-c3ccccc3)o2)o1
→ .	-12
Cc1nc2[nH]c(=S)[nH]c2cc1Br
→ .	20
Cc1nc2c([nH]c3ccc(Br)cc32)s1
→ -2	14
